PrPC surface inh – cell surface PrPC inhibition, primary TR-FRET screen. P04156. TR-FRET read-out. inhibition, % at 13.8 µM. hit rate 0.43% among 370,000. AID 720596; in the data active means inhibition above about 24%; further: 0% = median of the test wells and 100% = reference compound wells
BoNT A protease – blocks Botulinum neurotoxin A light chain protease; AID 588499; hit rate 0.17% among 360,000; inhibition, % at 10 µM; multiplex microsphere protease substrate cleavage, flow cytometry; further: plate controls were buffer without enzyme for full effect and enzyme alone for no effect
Y pestis TopoI – Y. pestis Topo-I inhibition via cleavage products; activity, % at 10 µM; hit rate 0.064% among 360,000; Y. pestis Topo-I cleavage product accumulation, plate reader; in the data active means activity above about 50%, passing the limit was not always enough; inconclusive means no clear call, values can overlap the other calls; further: inactives centre near 2
PfHsp40 yeast – rescue of PfHsp40-mediated yeast toxicity; growth rescue, % at 12.5 µM; hit rate 0.68% among 340,000; S. cerevisiae expressing PfHsp40, growth rescue, ATP luminescence; in the data active means growth rescue above about 28%, passing the limit was not always enough; inconclusive means no clear call, values can overlap the other calls;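 further: yeast W303a lacking pdr1 and pdr3 grown in galactose medium; growth measured after three days at 30 °C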
TcdB inh – TcdB glycohydrolase inhibition | P18177 | TcdB glycohydrolase enzymatic assay, plate reader | inhibition, % at 9.99 µM | hit rate 0.24% among 350,000 | AID 652162; in the data active means inhibition above about 10%
Anthrax LF prot – anthrax lethal factor protease inhibition. P15917. multiplex microsphere protease cleavage assay, LF. inhibition, % at 10 µM. hit rate 0.12% among 360,000; further: plate controls were buffer without enzyme for full effect and enzyme alone for no effect
Target sequence (P15917 whole entry, looked up): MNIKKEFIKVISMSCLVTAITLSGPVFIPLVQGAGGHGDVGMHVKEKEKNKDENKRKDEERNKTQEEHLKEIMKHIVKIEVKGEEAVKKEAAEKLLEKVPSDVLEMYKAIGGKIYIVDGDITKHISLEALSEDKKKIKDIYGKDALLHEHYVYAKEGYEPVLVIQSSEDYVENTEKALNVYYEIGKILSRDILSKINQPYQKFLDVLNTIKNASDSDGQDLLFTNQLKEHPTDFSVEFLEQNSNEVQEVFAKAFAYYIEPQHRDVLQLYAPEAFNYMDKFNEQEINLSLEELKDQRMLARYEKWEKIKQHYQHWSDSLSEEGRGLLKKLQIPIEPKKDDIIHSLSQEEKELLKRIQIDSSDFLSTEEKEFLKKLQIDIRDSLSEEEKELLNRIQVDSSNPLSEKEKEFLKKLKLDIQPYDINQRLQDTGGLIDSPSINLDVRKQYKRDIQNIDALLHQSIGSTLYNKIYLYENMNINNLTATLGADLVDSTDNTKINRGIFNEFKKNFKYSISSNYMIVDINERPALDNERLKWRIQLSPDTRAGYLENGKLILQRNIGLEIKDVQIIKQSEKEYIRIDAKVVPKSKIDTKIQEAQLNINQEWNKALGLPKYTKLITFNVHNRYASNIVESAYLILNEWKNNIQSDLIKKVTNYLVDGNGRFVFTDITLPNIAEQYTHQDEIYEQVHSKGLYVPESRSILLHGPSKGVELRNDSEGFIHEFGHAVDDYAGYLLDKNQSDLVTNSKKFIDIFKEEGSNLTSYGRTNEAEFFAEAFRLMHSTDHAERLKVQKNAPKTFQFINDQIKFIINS
BoNT-F LC inh – BoNT F light chain protease inhibition; Multiplex microsphere protease cleavage assay, flow cytometry; inhibition, % at 10 µM; hit rate 0.22% among 360,000; in the data active means inhibition above about 35%, passing the limit was not always enough; inconclusive means no clear call, values can overlap the other calls; further: plate controls were buffer without enzyme for full effect and enzyme alone for no effect
CCHF vOTU inh – CCHFV vOTU protease inhibition; Pep-AMC fluorescence; inhibition, % at 11.5 µM; hit rate 0.55% among 370,000; in the data active means inhibition above about 30%; further: 0% = vehicle wells with enzyme and 100% = no enzyme wells
FadD28 binding – blocks FadD28 binding to the bisubstrate probe. fluorescence polarization. hit rate 0.22% among 360,000. inhibition, % at 12.5 µM. AID 588549; in the data active means inhibition above about 8.5%, passing the limit was not always enough; inconclusive means no clear call, values can overlap the other calls
An asterisk follows results filed as active. Unless noted, no stated cut-off is given here; in the data, active means inhibition above about 30%; inconclusive means no clear call, values can overlap the other calls; inactive means below that.

What do the screens show for `CC(=O)Nc1cccc(Oc2ncccc2[N+](=O)[O-])c1`?
PrPC surface inh: -13.2; BoNT A protease: -1.1; Y pestis TopoI: -9.4; PfHsp40 yeast: -1.2; TcdB inh: -0.6; Anthrax LF prot: 2.2; BoNT-F LC inh: 34.2; CCHF vOTU inh: -7.0; FadD28 binding: 0.0

Results for Cc1cc2nc(C3CCCCC3)c(Cc3ccccc3C(F)(F)F)n2c(C)c1Br ?
PrPC surface inh: -1.0; BoNT A protease: -0.4; TcdB inh: 0.0; Anthrax LF prot: -3.4; BoNT-F LC inh: -9.6; CCHF vOTU inh: 14.8

How did Cc1[nH]c(C)c(S(=O)(=O)NCCc2ccccc2)c1C(=O)N1CCCCC1 do in these assays?
PrPC surface inh: 3.8; BoNT A protease: 0.7; Y pestis TopoI: 3.3; PfHsp40 yeast: -0.2; TcdB inh: 2.2; Anthrax LF prot: -1.7; BoNT-F LC inh: -1.3; CCHF vOTU inh: 1.6; FadD28 binding: -3.5

Results for Cc1ccc(OCCNC(=O)c2ccccc2OCc2c(C)noc2C)cc1 ?
PrPC surface inh: 1.1; Y pestis TopoI: 2.4; PfHsp40 yeast: -0.6; TcdB inh: 0.4; CCHF vOTU inh: 3.4; FadD28 binding: -1.6

How did COC(=O)c1ccc(Oc2cc(C)nc(NCc3ccccc3)n2)cc1 do in these assays?
PrPC surface inh: 4.9; BoNT A protease: 0.4; Y pestis TopoI: -2.7; PfHsp40 yeast: -0.4; TcdB inh: -6.2; Anthrax LF prot: -0.3; BoNT-F LC inh: 8.5; CCHF vOTU inh: 0.3; FadD28 binding: 0.2

How did CCC(CC)c1nnc(NC(=O)CCc2ccccc2OC)s1 do in these assays?
PrPC surface inh: -0.2; BoNT A protease: -7.5; Y pestis TopoI: -2.7; PfHsp40 yeast: 0.4; TcdB inh: 1.5; Anthrax LF prot: 0.4; BoNT-F LC inh: -33.7; CCHF vOTU inh: -0.5; FadD28 binding: -0.8

How did COC(=O)C1=C(c2ccc(F)cc2OCc2ccccc2)C[C@@H]2CC[C@H]1N2C(=O)N1CCC(O)CC1 do in these assays?
BoNT A protease: -0.8; Y pestis TopoI: 15.7; PfHsp40 yeast: 0.2; Anthrax LF prot: -0.6; BoNT-F LC inh: -1.9; FadD28 binding: -2.7

How did CCCCC1N2CC3([N+](=O)[O-])CN1CC([N+](=O)[O-])(C2)C3(C)C (stereo not given) do in these assays?
PrPC surface inh: -3.0; BoNT A protease: 0.1; Y pestis TopoI: -4.2; PfHsp40 yeast: -1.4; TcdB inh: 1.1; Anthrax LF prot: -0.5; BoNT-F LC inh: -6.0; CCHF vOTU inh: -3.5; FadD28 binding: -1.5

What do the screens show for `CCOC(=O)c1ccc(NC(=O)N2CCCCC2)cc1`?
BoNT A protease: 0.2; Y pestis TopoI: 1.3; PfHsp40 yeast: -0.3; Anthrax LF prot: 0.1; BoNT-F LC inh: -5.6; FadD28 binding: 0.0

What do the screens show for `NC(=O)COC(=O)/C=C/c1ccc2ccccc2n1`?
PrPC surface inh: -8.2; BoNT A protease: 0.6; Y pestis TopoI: -7.7; PfHsp40 yeast: 0.5; TcdB inh: 0.9; Anthrax LF prot: -8.5; BoNT-F LC inh: -1.2; CCHF vOTU inh: -7.2; FadD28 binding: -2.2

What do the screens show for `COC(=O)c1c(C)nc2nonc2c1N`?
PrPC surface inh: -14.1; BoNT A protease: -0.1; Y pestis TopoI: 4.1; PfHsp40 yeast: -0.8; TcdB inh: 0.1; Anthrax LF prot: -3.3; BoNT-F LC inh: 1.8; CCHF vOTU inh: -26.8; FadD28 binding: -4.5

What do the screens show for `CCN(CC(=O)Nc1ccc(OC)cc1)C(=O)Cc1coc2cc(C)c(C)cc12`?
PrPC surface inh: -5.9; BoNT A protease: -0.2; Y pestis TopoI: 25.8; PfHsp40 yeast: 5.2; TcdB inh: 0.2; Anthrax LF prot: -10.8; BoNT-F LC inh: -6.5; CCHF vOTU inh: 3.5; FadD28 binding: -0.1

What do the screens show for `CCOC(=O)[C@]12CCCC=C1N(Cc1ccco1)C(=O)[C@H](CC(=O)N1CCSCC1)C2`?
PrPC surface inh: 5.3; BoNT A protease: 0.0; TcdB inh: 0.8; Anthrax LF prot: -5.4; BoNT-F LC inh: -4.6; CCHF vOTU inh: 7.8

What do the screens show for `O=C(C1=C(O)C(=O)N(Cc2cccnc2)C1c1cccc(Oc2ccccc2)c1)c1ccco1` (stereo not given)?
PrPC surface inh: 7.8; BoNT A protease: -0.9; Y pestis TopoI: 13.1; PfHsp40 yeast: 1.2; TcdB inh: -0.9; Anthrax LF prot: -6.2; BoNT-F LC inh: -6.4; CCHF vOTU inh: 4.5; FadD28 binding: -4.9

How did Cn1cc(C(=O)OCC(=O)NC2CCCC2)c2ccccc21 do in these assays?
PrPC surface inh: 0.5; BoNT A protease: 0.0; Y pestis TopoI: 0.3; PfHsp40 yeast: -1.9; TcdB inh: -1.9; Anthrax LF prot: -4.4; BoNT-F LC inh: 0.2; CCHF vOTU inh: -4.2; FadD28 binding: -0.7

What do the screens show for `CN(CC(=O)Nc1ccc2c(c1)OCCO2)S(=O)(=O)c1cccc2cccnc12`?
PrPC surface inh: 8.7; BoNT A protease: 0.6; Y pestis TopoI: 1.0; PfHsp40 yeast: 0.7; TcdB inh: -0.5; Anthrax LF prot: -5.8; BoNT-F LC inh: -9.3; CCHF vOTU inh: -1.9; FadD28 binding: 0.7

Results for CCOC(=O)C1=C(Cn2cnc3ccccc32)NC(=O)NC1c1ccc(OC)cc1 (stereo not given) ?
PrPC surface inh: 7.5; BoNT A protease: -1.2; Y pestis TopoI: 16.2; PfHsp40 yeast: 0.4; Anthrax LF prot: 2.2; BoNT-F LC inh: -1.4; CCHF vOTU inh: 18.2; FadD28 binding: -2.1

How did CCOc1ccc2oc(C(=O)O)c(C)c2c1 do in these assays?
PrPC surface inh: 1.2; BoNT A protease: -1.8; Y pestis TopoI: 0.7; PfHsp40 yeast: 0.2; TcdB inh: 1.2; Anthrax LF prot: -7.3; BoNT-F LC inh: -12.3; CCHF vOTU inh: -5.5; FadD28 binding: -1.4

Results for CCCCCCCCSc1nnc(/N=C/N(C)C)s1 ?
PrPC surface inh: 7.0; BoNT A protease: -0.4; Y pestis TopoI: 29.1; PfHsp40 yeast: 1.3; TcdB inh: 0.0; Anthrax LF prot: -0.6; BoNT-F LC inh: -2.3; CCHF vOTU inh: 1.1; FadD28 binding: 1.3

Results for O=C(Nc1ccc2c(c1)OCCO2)c1ccc2ccccc2n1 ?
PrPC surface inh: -6.3; BoNT A protease: 0.0; Y pestis TopoI: 19.4; PfHsp40 yeast: 1.4; TcdB inh: 1.0; Anthrax LF prot: -0.5; BoNT-F LC inh: -7.7; CCHF vOTU inh: 9.3; FadD28 binding: 0.4

How did CC(CCc1ccccc1)NC(=O)COc1cc(F)ccc1[N+](=O)[O-] (stereo not given) do in these assays?
PrPC surface inh: -15.9; BoNT A protease: 1.5; Y pestis TopoI: 9.7; PfHsp40 yeast: 0.2; TcdB inh: 1.8; Anthrax LF prot: -4.0; BoNT-F LC inh: -4.6; CCHF vOTU inh: -17.4; FadD28 binding: -1.3

Results for COCCNC(=O)C1CCCN(C(=O)c2cccnc2Oc2ccccc2)CC1 (stereo not given) ?
PrPC surface inh: 1.4; BoNT A protease: -0.1; Y pestis TopoI: 3.1; TcdB inh: 0.6; Anthrax LF prot: -9.9; BoNT-F LC inh: 5.3; CCHF vOTU inh: -6.6; FadD28 binding: -1.1

How did O=C(CN1C(=O)C(=O)c2ccccc21)c1ccccc1 do in these assays?
PrPC surface inh: -2.7; BoNT A protease: 3.1; Y pestis TopoI: 3.3; PfHsp40 yeast: 0.1; TcdB inh: 0.9; Anthrax LF prot: 18.0; BoNT-F LC inh: 5.1; CCHF vOTU inh: -0.3; FadD28 binding: -0.4

What do the screens show for `CCOC(=O)c1sc(NC(=O)CSc2nnc(-c3ccco3)n2CC)c(C(=O)OCC)c1C`?
PrPC surface inh: 3.4; BoNT A protease: -1.2; Y pestis TopoI: 0.8; PfHsp40 yeast: -0.2; TcdB inh: 0.8; Anthrax LF prot: 1.8; BoNT-F LC inh: 9.6; CCHF vOTU inh: 4.9; FadD28 binding: 0.1

What do the screens show for `Cn1cc([N+](=O)[O-])c(C(=O)Nc2ccc(-c3nc4ccccc4[nH]3)cc2)n1`?
PrPC surface inh: -41.4; BoNT A protease: -1.0; Y pestis TopoI: 2.0; PfHsp40 yeast: -0.1; TcdB inh: 1.2; Anthrax LF prot: -3.9; BoNT-F LC inh: -5.2; CCHF vOTU inh: 1.1; FadD28 binding: -3.7

How did Cc1cccc(C(=O)NCCNC(=O)c2ccco2)c1 do in these assays?
PrPC surface inh: -2.1; BoNT A protease: 1.7; Y pestis TopoI: -5.4; PfHsp40 yeast: 0.4; TcdB inh: 1.9; Anthrax LF prot: -0.5; BoNT-F LC inh: 18.2; CCHF vOTU inh: 17.9; FadD28 binding: -1.7

How did COc1cccc(CN2C(=O)C(C)N(C(=O)c3ccccc3)c3ccccc32)c1 (stereo not given) do in these assays?
PrPC surface inh: -8.8; BoNT A protease: -4.0; Y pestis TopoI: 10.3; PfHsp40 yeast: 1.3; TcdB inh: 1.0; Anthrax LF prot: 0.4; BoNT-F LC inh: inconclusive; CCHF vOTU inh: 0.4; FadD28 binding: -1.5

Results for O=C(O)Cc1ccc(O)c(O)c1 ?
PrPC surface inh: -2.0; BoNT A protease: -1.2; Y pestis TopoI: 2.1; PfHsp40 yeast: -0.5; TcdB inh: -3.0; Anthrax LF prot: -0.6; BoNT-F LC inh: -7.8; CCHF vOTU inh: 5.8; FadD28 binding: -1.1

How did CCOC(=O)c1cccc(NC(=O)c2ccc(NC(=O)c3ccco3)cc2)c1 do in these assays?
PrPC surface inh: -9.4; BoNT A protease: -2.3; Y pestis TopoI: -2.6; PfHsp40 yeast: 1.5; TcdB inh: 1.0; Anthrax LF prot: -0.2; BoNT-F LC inh: -12.0; CCHF vOTU inh: -1.3; FadD28 binding: -1.9

How did CSc1ccc(Cl)c(C(=O)N2CCOc3ccccc32)c1 do in these assays?
PrPC surface inh: 7.0; BoNT A protease: -2.3; Y pestis TopoI: -0.6; PfHsp40 yeast: 0.4; TcdB inh: 2.9; Anthrax LF prot: 10.7; BoNT-F LC inh: inconclusive; CCHF vOTU inh: -3.8; FadD28 binding: 0.0

How did CC(=O)N1N=C2C3CCN(CC3)C2C1c1ccc(C)cc1 (stereo not given) do in these assays?
PrPC surface inh: 4.0; BoNT A protease: -0.7; Y pestis TopoI: 5.8; PfHsp40 yeast: -0.7; TcdB inh: 1.2; Anthrax LF prot: -6.6; BoNT-F LC inh: -8.5; CCHF vOTU inh: -6.0; FadD28 binding: -0.3

What do the screens show for `COc1ccc(N(CC(O)CN2C(=O)NC(C)(C)C2=O)S(=O)(=O)c2ccc(C)cc2)cc1` (stereo not given)?
PrPC surface inh: -8.8; BoNT A protease: 1.3; Y pestis TopoI: 7.5; PfHsp40 yeast: -0.3; Anthrax LF prot: 2.6; BoNT-F LC inh: 2.1; CCHF vOTU inh: -5.8; FadD28 binding: -0.8

Results for C=CCSc1nc2c(cnn2-c2ccccc2)c(=O)n1N ?
PrPC surface inh: -0.2; BoNT A protease: 0.2; Y pestis TopoI: 5.5; TcdB inh: 0.9; Anthrax LF prot: 3.0; BoNT-F LC inh: 1.3; CCHF vOTU inh: 1.8; FadD28 binding: -4.4

What do the screens show for `COc1ccccc1NC(=O)C(C)OC(=O)CCNS(=O)(=O)c1ccc(C)c(C)c1` (stereo not given)?
PrPC surface inh: -0.5; BoNT A protease: 3.1; Y pestis TopoI: -3.7; PfHsp40 yeast: 1.5; TcdB inh: -1.6; Anthrax LF prot: 1.4; BoNT-F LC inh: 1.8; CCHF vOTU inh: 0.7; FadD28 binding: -0.8

In the list so far, these contain two or more sulfur atoms:
Results for CCCCCCCCSc1nnc(/N=C/N(C)C)s1 ?
PrPC surface inh: 7.0; BoNT A protease: -0.4; Y pestis TopoI: 29.1; PfHsp40 yeast: 1.3; TcdB inh: 0.0; Anthrax LF prot: -0.6; BoNT-F LC inh: -2.3; CCHF vOTU inh: 1.1; FadD28 binding: 1.3

What do the screens show for `CCOC(=O)c1sc(NC(=O)CSc2nnc(-c3ccco3)n2CC)c(C(=O)OCC)c1C`?
PrPC surface inh: 3.4; BoNT A protease: -1.2; Y pestis TopoI: 0.8; PfHsp40 yeast: -0.2; TcdB inh: 0.8; Anthrax LF prot: 1.8; BoNT-F LC inh: 9.6; CCHF vOTU inh: 4.9; FadD28 binding: 0.1
